INS-1E GSIS act = primary screen for activators of insulin secretion dependent on glucose, INS-1E cells, GLuc reporter luminescence. INS-1E GLuc reporter insulin secretion, 2-3 h. activation, % at 16.6 µM. actives 0.61% (n = 370,000);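 active means lowest replicate activation of at least 40%, so every replicate reaches that level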;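 further: 0% = median of neutral control wells and 100% = median of IBMX positive control wells; some compounds called inactive have numbers as strong as hits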
DENV2 CPE = DENV2-induced cell death inhibition. DENV2-infected cells, cytopathic effect rescue, plate reader. CPE inhibition, % at 9.99 µM. actives 1.7% (n = 350,000). AID 651640; in the data active means CPE inhibition above about 20%, passing the limit was not always enough; inconclusive means no clear call, values can overlap the other calls; tested in BHK-21 cells;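 further: 0% = median of neutral control wells and 100% = median of positive control wells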
FN deposition inh = fibronectin deposition inhibition; AH1F fibroblasts, Alexa488-fibronectin deposition fluorescence, overnight; actives 0.086% (n = 350,000); inhibition, % at 12.6 µM; AID 743247;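 active means mean inhibition across replicates of 30% or more, regardless of how many single replicates reach that level; inconclusive means mean under 30% yet at least half of replicates reach 30%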;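 further: positive control wells lacked labelled fibronectin entirely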
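Measured by – fluorescence 485/525 nm · System – AH1F fibroblast monolayer, labelled fibronectin deposition · Amount – 10000 cells per well · Buffer or medium – serum-reduced DMEM (2% serum) · Doses – single dose, pinned · Also added – fluorescent fibronectin at 24 nM final · Schedule – 1 h cell attachment, overnight exposure to compound and label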
PAX8 reporter = PAX8 transcriptional activity inhibition; RMG-I TPO-luciferase reporter, SteadyGlo, 24 h; inhibition, % at 12.6 µM; actives 1.2% (n = 360,000);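 active means mean replicate inhibition at least 60% with every replicate also reaching 60%; inconclusive means only one of the two criteria is met; inactive means mean below 60% and not all replicates reaching 60%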;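 further: luciferase light reporting Pax8 driven TPO promoter activity; plate controls were median of neutral control wells for no effect and mitoxantrone controls for full effect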
CFTR F508del cor = CFTR F508del correction in bronchial cells; AID 720511; CFBE cells, YFP halide quenching; stimulated with forskolin plus potentiator P3; % fluorescence drop versus neutral controls; actives 0.36% (n = 350,000); activity (quench increase), % at 7.58 µM;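 active means mean added fluorescence quench of at least 8% versus neutral control, with both replicates also reaching 8%; inconclusive means only one of the mean or replicate conditions met; inactive means mean below 8% and not both replicates reaching 8%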;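 further: cells transiently co-express mutant CFTR-F508del with the halide-sensitive YFP; corrector assay measuring rescue of mutant channel to the surface after 24 h compound exposure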
EWS-Fli inh = inhibitors of EWS/Fli oncoprotein transcriptional activity; A673 NR0B1-luciferase reporter, viability-normalised; inhibition, % at 12.6 µM; actives 0.67% (n = 350,000);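 active means mean inhibition of at least 50% after viability correction, with every replicate also passing that limit; inconclusive means mean reaches 50% but only one of two replicates passes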;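 further: firefly luciferase signal divided by Alamar Blue viability fluorescence both relative to DMSO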
miR122 inh = miR-122 inhibition in Huh7 cells | AID 602342 | actives 0.3% (n = 340,000) | activation (reporter increase), % at 12.5 µM | Huh7 miR-122 Renilla luciferase sensor, 48 h; neutral wells = 0, positive control = 100;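 active means mean replicate activation score at least 90 and every replicate individually at or above 90; inconclusive means only one of the two criteria met; inactive means neither criterion met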;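 further: higher luciferase means less miR-122 activity so hits act as miR-122 inhibitors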
* hit, by the source's call; ? = inconclusive; . = no result given; & = joins results of further samples; [ ] = dose if it differs, or a comment.

Field names – A = INS-1E GSIS act; B = DENV2 CPE; C = FN deposition inh; D = PAX8 reporter; E = CFTR F508del cor; F = EWS-Fli inh; G = miR122 inh
[1] O=C(Nc1cccc(S(=O)(=O)NC2=NCCC2)c1)c1cn(-c2ccccc2)nc1-c1ccc(F)cc1
  A: -11	B: 5	C: -7	D: 5	E: 1.2	F: -26	G: .

[2] CCOc1ccc2nc(S(=O)(=O)NC(=O)C3(C)CCN3C(=O)CCc3cccs3)sc2c1 (stereo not drawn)
  A: 17	B: -4	C: .	D: -3	E: 4.6	F: -6	G: 0

[3] COc1ccc(-c2c(-c3cc(OC)cc(OC)c3)n(C)c3ccc(-c4cnc(N)nc4)cc23)cc1
  A: .	B: -13	C: -9	D: -12	E: -0.1	F: -9	G: -5

[4] CN(C)C(=O)c1cccc(-c2ccc3c(c2)[C@H]2[C@H](CCN2C(=O)c2ccc4c(c2)OCO4)[C@@H](CO)N3)c1
  A: 2	B: .	C: 11	D: 21	E: -1.6	F: -1	G: 3[16.7 µM]

[5] O=C(CSc1nc2ccc(Cl)cc2[nH]1)c1c[nH]c2ccccc12
  A: -7	B: 12	C: -5	D: 22	E: -0.2	F: 0	G: -1

[6] CCOc1ccc(NC(=O)CN2CCc3ccccc3C2)cc1
  A: -7	B: 11	C: -1	D: 12	E: -0.2	F: 10	G: 0

[7] CS/C(=N\S(=O)(=O)c1cccs1)Nc1ccc(Cl)cc1
  A: -29	B: 6	C: 2	D: -7	E: .	F: 6	G: .

[8] O=C(NCc1ccc(Cl)cc1)c1ccccc1Oc1ccccc1
  A: .	B: .	C: -4	D: 27	E: .	F: .	G: 12

[9] O=C(CSc1ncn[nH]1)Nc1ccc(Cl)c(S(=O)(=O)N2CCOCC2)c1
  A: -9	B: 2	C: -13	D: 4	E: -2.9	F: 5	G: .

[10] CCOc1ccccc1NC(=O)CN1CCc2ccccc2C1
  A: -10	B: -1	C: -11	D: 32	E: 2.8	F: 18	G: .

[11] COc1ccc(N2CCN(CC(O)COC(c3ccccc3)c3ccccc3)CC2)cc1 (stereo not drawn)
  A: -23	B: 7	C: -1	D: 8	E: 0.7	F: 15	G: .

[12] CCC(C)c1ccccc1N1CC(C(=O)Nc2ccccc2N2CCCC2)CC1=O (stereo not drawn)
  A: 4	B: 15	C: .	D: 4	E: 3.3	F: 2	G: .

[13] COc1cc(C(=O)Nc2nc(-c3ccc(F)cc3)cs2)ccc1OCC(=O)N1CCOCC1
  A: -3	B: 1	C: 3	D: 14	E: .	F: -12	G: .

[14] Cc1cccc(Nc2nc(N)c([N+](=O)[O-])c(N3CC(C)CC(C)C3)n2)c1 (stereo not drawn)
  A: 16	B: -4	C: -3	D: 71*	E: -4.6	F: 28	G: .

[15] COCC(=O)N(C[C@H]1N[C@H](CO)[C@@H]1c1ccc(-c2cccnc2)cc1)C(C)C
  A: 7	B: 6	C: -7	D: 0	E: 4.1	F: -5	G: -12[16.7 µM]

[16] C[C@H](CO)N1C[C@H](C)[C@H](CN(C)C)OCCCC[C@H](C)Oc2ccc(NC(=O)c3ccncc3)cc2C1=O
  A: 7	B: 5	C: .	D: 0	E: -2.4	F: 5	G: 5[16.7 µM]

[17] C#CCCc1cscc1/C=[N+](\[O-])c1ccc(C(=O)OCC)cc1
  A: 10	B: -16	C: -6	D: -153	E: -1.2	F: -20	G: .

[18] COc1ccc(-c2nc3n(n2)C(c2ccccc2Cl)C(C(N)=O)=C(C)N3)cc1 (stereo not drawn)
  A: 10	B: -2	C: -3	D: -32	E: 3.5	F: -1	G: .

[19] CCCNC(=O)N(CCOC)CC1CCCN(C2Cc3ccccc3C2)C1 (stereo not drawn)
  A: -3	B: 4	C: -3	D: 2	E: -0.9	F: 12	G: -12

[20] CN(C)CCCN(C(=O)c1ccc(S(=O)(=O)N2CCOCC2)cc1)c1nc2ccc(F)cc2s1
  A: 6	B: -2	C: .	D: 4	E: 4.3	F: .	G: 7

[21] CCn1c2ccccc2c2cc(NC(=O)c3ccc(C)c([N+](=O)[O-])c3)ccc21
  A: -37	B: .	C: 4	D: -8	E: .	F: .	G: 33

[22] O=C(Nc1ccc(F)cc1)N1C[C@H]2[C@@H](c3ccccc31)[C@H](CO)N2Cc1ccccc1
  A: -19	B: -3	C: 5	D: 0	E: 0.7	F: -4	G: 90[16.7 µM]

[23] O=C(Nc1ccccc1)N[C@@H]1CC[C@H](CCNS(=O)(=O)c2cccc(F)c2)O[C@H]1CO
  A: -13	B: 15	C: .	D: 8	E: 0.5	F: -6	G: .

[24] COc1ccc2c3c(n(C)c2c1)[C@@H](CO)N(C(=O)C1CCC1)CC31CN(C)C1
  A: 18	B: 15	C: .	D: .	E: -2.2	F: 3	G: .

[25] COP(=O)(OC)C(Nc1ccc(C)cc1)c1ccc([N+](=O)[O-])cc1 (stereo not drawn)
  A: 3	B: .	C: -3	D: 23	E: -3.1	F: -47	G: -3

[26] COc1ccc(NC(C)=O)cc1NC(=O)CSc1nnc(-c2ccc(F)cc2)n1N
  A: .	B: .	C: 1	D: 17	E: .	F: .	G: -2

[27] CCCNC(=O)Nc1ccc2c(c1)OC[C@@H](C)N(C(=O)C1CCCCC1)C[C@@H](C)[C@@H](OC)CN(C)C2=O
  A: -4	B: ?	C: -8	D: 9	E: -2.8	F: -2	G: 7[16.7 µM]

[28] CN(C)CC(=O)N[C@H]1CC[C@@H](CC(=O)NCCN2CCCCC2)O[C@@H]1CO
  A: 6	B: -3	C: 14	D: -15	E: 1.2	F: 5	G: .

[29] Cc1ccc(S(=O)(=O)NCC[C@H]2CC[C@@H](NC(=O)c3cnccn3)[C@@H](CO)O2)cc1
  A: 2	B: -2	C: .	D: -14	E: 1.2	F: 6	G: 5[16.7 µM]

[30] S=C(NCCN1CCOCC1)C(=S)NCCN1CCOCC1
  A: 5	B: 0	C: .	D: 10	E: 1.3	F: 3	G: -2

[31] CCN(CC)CCN1C(=O)Cn2c(C)c(C)c3cccc1c32
  A: -1&3	B: -2&5	C: -10	D: 3	E: 1.3	F: 0&6	G: 1

[32] NS(=O)(=O)c1ccc(NC(=O)CSc2nc(Nc3ccccc3)nc(N3CCOCC3)n2)cc1
  A: 11	B: 2	C: 12	D: 23	E: 1.0	F: .	G: -5

[33] COC(=O)c1cc(CNC(=O)c2cccc(Cl)c2Cl)ccc1OC
  A: 2	B: 2	C: 12	D: 1	E: 1.7	F: 1	G: .

Screen by screen, quoted from above:
miR122 inh, entries 27 to 30 → 7[16.7 µM], ., 5[16.7 µM], -2
EWS-Fli inh, entries 27 to 30 → -2, 5, 6, 3

Molecules shown so far containing fluorine:
Field names – A = INS-1E GSIS act; B = DENV2 CPE; C = FN deposition inh; D = PAX8 reporter; E = CFTR F508del cor; F = EWS-Fli inh; G = miR122 inh
[1] O=C(Nc1cccc(S(=O)(=O)NC2=NCCC2)c1)c1cn(-c2ccccc2)nc1-c1ccc(F)cc1
  A: -11	B: 5	C: -7	D: 5	E: 1.2	F: -26	G: .

[13] COc1cc(C(=O)Nc2nc(-c3ccc(F)cc3)cs2)ccc1OCC(=O)N1CCOCC1
  A: -3	B: 1	C: 3	D: 14	E: .	F: -12	G: .

[20] CN(C)CCCN(C(=O)c1ccc(S(=O)(=O)N2CCOCC2)cc1)c1nc2ccc(F)cc2s1
  A: 6	B: -2	C: .	D: 4	E: 4.3	F: .	G: 7

[22] O=C(Nc1ccc(F)cc1)N1C[C@H]2[C@@H](c3ccccc31)[C@H](CO)N2Cc1ccccc1
  A: -19	B: -3	C: 5	D: 0	E: 0.7	F: -4	G: 90[16.7 µM]

[23] O=C(Nc1ccccc1)N[C@@H]1CC[C@H](CCNS(=O)(=O)c2cccc(F)c2)O[C@H]1CO
  A: -13	B: 15	C: .	D: 8	E: 0.5	F: -6	G: .

[26] COc1ccc(NC(C)=O)cc1NC(=O)CSc1nnc(-c2ccc(F)cc2)n1N
  A: .	B: .	C: 1	D: 17	E: .	F: .	G: -2

Compounds were not picked by outcome; about 3.9% have a hit in one of these screens.
